Screening results from PubChem.
Rad51 HR inh: blocks human Rad51 in homologous recombination; Q06609; hRad51 DNA strand exchange, fluorescence dequenching; inhibition, % at 10 µM; actives 0.085% (n = 200,000); AID 1385;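 active means inhibition above 40% at the single screening dose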;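 further: 0% = DMSO control wells and 100% = blanks with heterologous ssDNA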
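System: hRad51 filaments on single-stranded DNA; reagent: Fluorescein- and BHQ1-tagged 47-mer duplex; compound dosing: one concentration, 10 µM final; timing: filaments 15 min 37 °C, then compound 30 min; measured by: fluorescein emission 520 nm, excitation 485 nm; benchmarks: per-plate controls and blanks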
An asterisk follows results filed as active.

SMILES	Rad51 HR inh
CN(C)CCC[C@@]1(c2ccc(F)cc2)OCc2cc(C#N)ccc21	4
CC(C)(C(=O)c1cccnc1)c1cccnc1	-4
CCN1CC(CCN2CCOCC2)C(c2ccccc2)(c2ccccc2)C1=O (stereo not given)	3
O=C(OC1C[C@@H]2CC3C[C@H](C1)N2CC3=O)c1c[nH]c2ccccc12 (stereo not given in full)	-11

Arranged by molar mass (lowest first): three of the compounds above.
SMILES	Rad51 HR inh
CC(C)(C(=O)c1cccnc1)c1cccnc1	-4
O=C(OC1C[C@@H]2CC3C[C@H](C1)N2CC3=O)c1c[nH]c2ccccc12 (stereo not given in full)	-11
CCN1CC(CCN2CCOCC2)C(c2ccccc2)(c2ccccc2)C1=O (stereo not given)	3

Only part of the results is shown. The share of hits here may be higher or lower than overall.
